USP7 block: inhibitors of human USP7 deubiquitinase; Ubiquitin carboxyl-terminal hydrolase 7 (Homo sapiens), Q93009; purified USP7, Ub-rhodamine cleavage fluorescence; inhibition, % at 20 µM; 47,000 compounds, 0.3% hits; AID 1645854, 2021
USP10 inh: inhibitors of human USP10 deubiquitinase | Ubiquitin carboxyl-terminal hydrolase 10 (Homo sapiens), Q14694 | purified USP10, Ub-rhodamine fluorescence, 60 min | inhibition, % at 20 µM | 47,000 compounds, 1.1% hits
UCHL1 inh: inhibitors of human UCHL1 deubiquitinase | purified UCHL1, Ub-rhodamine cleavage fluorescence | AID 1645859, 2021 | 47,000 compounds, 0.2% hits | inhibition, % at 20 µM
USP8 block: inhibitors of human USP8 deubiquitinase; inhibition, % at 20 µM; purified USP8, Ub-rhodamine cleavage fluorescence, 30 min; Ubiquitin carboxyl-terminal hydrolase 8 (Homo sapiens), P40818; 47,000 compounds, 4.2% hits; AID 1645853, 2021
OTUD3 block: inhibitors of human OTUD3 deubiquitinase; OTU domain-containing protein 3 (Homo sapiens), Q5T2D3; purified OTUD3, Ub-rhodamine fluorescence, 2 h; 47,000 compounds, 0.7% hits; inhibition, % at 25 µM
Target sequence (Q5T2D3 whole entry, looked up, the tested form may be a part): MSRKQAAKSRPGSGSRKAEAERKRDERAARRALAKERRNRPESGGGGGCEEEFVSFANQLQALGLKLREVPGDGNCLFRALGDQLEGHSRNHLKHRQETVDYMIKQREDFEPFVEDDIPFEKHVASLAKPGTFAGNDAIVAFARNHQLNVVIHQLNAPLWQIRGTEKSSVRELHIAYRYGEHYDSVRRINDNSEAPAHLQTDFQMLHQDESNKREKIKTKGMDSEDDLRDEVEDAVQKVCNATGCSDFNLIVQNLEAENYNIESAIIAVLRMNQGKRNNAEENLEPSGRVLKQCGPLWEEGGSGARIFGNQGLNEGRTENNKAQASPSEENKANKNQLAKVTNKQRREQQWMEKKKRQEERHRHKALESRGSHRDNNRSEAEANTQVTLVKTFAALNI
USP28 block: inhibitors of human USP28 deubiquitinase; purified USP28, Ub-rhodamine cleavage fluorescence, 30 min; 47,000 compounds, 3% hits; Ubiquitin carboxyl-terminal hydrolase 28 (Homo sapiens), Q96RU2; inhibition, % at 25 µM
USP17 inh: inhibitors of human USP17 deubiquitinase; inhibition, % at 50 µM; 47,000 compounds, 6.5% hits; purified USP17, Ub-rhodamine cleavage fluorescence, 3 h
USP30 inh: inhibitors of human USP30 deubiquitinase; AID 1645860, 2021; purified USP30, Ub-rhodamine cleavage fluorescence; 47,000 compounds, 5.3% hits; inhibition, % at 25 µM; Ubiquitin carboxyl-terminal hydrolase 30 (Homo sapiens), Q70CQ3
Target sequence (Q70CQ3 whole entry, looked up): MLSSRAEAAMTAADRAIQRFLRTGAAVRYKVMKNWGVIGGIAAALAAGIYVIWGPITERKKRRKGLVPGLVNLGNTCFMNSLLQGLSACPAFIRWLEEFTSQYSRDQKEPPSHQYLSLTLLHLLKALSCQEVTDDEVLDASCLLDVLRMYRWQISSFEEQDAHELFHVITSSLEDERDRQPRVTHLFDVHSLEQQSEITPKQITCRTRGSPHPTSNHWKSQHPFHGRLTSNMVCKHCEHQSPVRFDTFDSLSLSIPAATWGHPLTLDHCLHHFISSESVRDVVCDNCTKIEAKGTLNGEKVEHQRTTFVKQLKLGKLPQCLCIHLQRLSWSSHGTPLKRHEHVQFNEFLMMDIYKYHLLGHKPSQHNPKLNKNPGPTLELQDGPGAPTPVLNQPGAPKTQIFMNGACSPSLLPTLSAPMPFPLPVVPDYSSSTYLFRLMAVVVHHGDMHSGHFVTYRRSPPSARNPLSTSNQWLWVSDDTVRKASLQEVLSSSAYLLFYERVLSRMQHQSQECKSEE
An asterisk follows results filed as active. Rule as the data show it: active = inhibition above about 30%; inactive = the rest. Not a hit list; 14% or so of the library scored in one or more.

How did Cn1nc(Cn2ccnc2)c2c1CN(C(=O)c1ccc(F)cc1)C2 do in these assays?
USP7 block: 3.9; USP10 inh: 0.7; UCHL1 inh: 1.7; USP8 block: -121.9; OTUD3 block: 9.5; USP28 block: 0.0; USP17 inh: -9.1; USP30 inh: 10.0

What do the screens show for `Cc1ccc(N2C(=O)NC(c3ccc(F)cc3)(C(F)(F)F)C2=O)cc1` (stereo not drawn)?
USP7 block: 3.0; USP10 inh: 12.0; UCHL1 inh: 2.8; USP8 block: 5.9; OTUD3 block: 0.1; USP28 block: 11.1; USP17 inh: 5.3; USP30 inh: 9.3

How did Cc1ccccc1Cn1ccc(NC(=O)c2noc(C)c2[N+](=O)[O-])n1 do in these assays?
USP7 block: 2.8; USP10 inh: 1.0; UCHL1 inh: 0.6; USP8 block: -81.2; OTUD3 block: 9.9; USP28 block: 75.0*; USP17 inh: -8.7; USP30 inh: 7.9

How did Cc1ccc(CNC(=O)CCC(=O)N2Cc3cccn3-c3ccccc32)cc1 do in these assays?
USP7 block: -12.3; USP10 inh: -6.5; UCHL1 inh: -1.8; USP8 block: -4.2; OTUD3 block: -11.6; USP28 block: -18.6; USP17 inh: -15.2; USP30 inh: -82.9

Results for N[C@@H]1C[C@@H](Oc2ccccc2)[C@H](O)[C@H]1N1CCCCC1 ?
USP7 block: -0.3; USP10 inh: -3.7; UCHL1 inh: -1.1; USP8 block: -2.5; OTUD3 block: 0.5; USP17 inh: -15.5

What do the screens show for `O=C(CCc1nnc2ccc(N3CCCCC3)nn12)Nc1ccc(S(=O)(=O)N2CCCCCC2)cc1`?
USP7 block: 8.9; USP10 inh: 0.9; UCHL1 inh: 6.6; USP8 block: 12.8; OTUD3 block: 1.9; USP28 block: 3.2; USP17 inh: 16.3; USP30 inh: 20.1

Results for Cc1noc(C)c1CN1CCN(C(=O)c2n[nH]c3ccccc23)CC1 ?
USP7 block: 0.2; USP10 inh: 2.2; UCHL1 inh: 3.8; USP8 block: -0.3; OTUD3 block: -0.1; USP28 block: 4.0; USP17 inh: 0.0; USP30 inh: 0.3

What do the screens show for `COc1cc(NC(=O)c2ccccc2)c(OC)cc1NC(=O)CCC(=O)N(c1ccccc1)c1ccccc1`?
USP7 block: 10.8; USP10 inh: 7.9; UCHL1 inh: 7.8; USP8 block: -0.9; OTUD3 block: 24.5; USP28 block: 18.2; USP17 inh: 62.5*; USP30 inh: 58.3*

What do the screens show for `COc1ccc(NC(=O)NC(COC(=O)Nc2ccc(OC)cc2)c2ccccc2)cc1` (stereo not drawn)?
USP7 block: 7.2; USP10 inh: 14.7; UCHL1 inh: 2.8; USP8 block: 25.4; OTUD3 block: 29.5; USP28 block: 32.9*; USP17 inh: 59.9*; USP30 inh: 94.7*

How did CCOC(=O)C1(Cc2cc(-c3cccc(F)c3)no2)CCN(CC)CC1 do in these assays?
USP7 block: -7.6; USP10 inh: -4.7; UCHL1 inh: -1.0; USP8 block: 0.6; OTUD3 block: -17.4; USP28 block: -8.8; USP17 inh: -14.4; USP30 inh: -26.6

How did Cc1ccc(CNC(=O)Cn2c(N3CCCCC3)nc(C)cc2=O)cc1 do in these assays?
USP7 block: -2.0; USP10 inh: 2.6; UCHL1 inh: 0.3; USP8 block: 9.5; OTUD3 block: 15.6; USP28 block: 22.9; USP17 inh: 40.6*; USP30 inh: 35.9*

How did CCC(=O)N(C1CCOCC1)C1CCN(S(=O)(=O)c2cc(F)ccc2C)CC1 do in these assays?
USP7 block: 0.6; USP10 inh: -1.7; UCHL1 inh: 3.6; USP8 block: 3.0; OTUD3 block: 10.2; USP28 block: 15.1; USP17 inh: 18.5; USP30 inh: 5.3

Results for CN1CCN(c2ncc(NC(=O)c3ccccn3)cn2)CC1 ?
USP7 block: 7.3; USP10 inh: 1.9; UCHL1 inh: 1.1; USP8 block: -1.5; OTUD3 block: 15.9; USP28 block: 14.3; USP17 inh: 15.9; USP30 inh: 28.9

Results for CCCCN1CCN(C(=O)C2c3ccccc3CCN2C(=O)C2CC2)CC1 (stereo not drawn) ?
USP7 block: 0.2; USP10 inh: -1.9; UCHL1 inh: 0.6; USP8 block: 16.7; OTUD3 block: 11.8; USP28 block: 11.6; USP17 inh: 7.9; USP30 inh: 3.8

How did Cn1cc(CCNS(=O)(=O)c2ccc(F)c(F)c2)c2cccnc21 do in these assays?
USP7 block: -1.3; USP10 inh: -2.9; UCHL1 inh: -2.1; USP8 block: -4.2; OTUD3 block: -8.2; USP28 block: -16.6; USP17 inh: -23.1; USP30 inh: -30.0

How did CC(=O)NC1CN(C(=O)Cn2c(C)cc3ccccc32)C2(CCNCC2)C1 (stereo not drawn) do in these assays?
USP7 block: -102.5; USP10 inh: -15.0; UCHL1 inh: -91.6; USP8 block: -135.9; OTUD3 block: -67.7; USP28 block: -91.8; USP17 inh: -127.6; USP30 inh: -370.7

How did CCOC(=O)C1CCN(C(=O)c2[nH]nc3c2CCc2ccccc2-3)CC1 do in these assays?
USP7 block: -2.2; USP10 inh: -1.1; UCHL1 inh: -0.3; USP8 block: 0.6; OTUD3 block: -7.9; USP28 block: -7.9; USP17 inh: -11.5; USP30 inh: 1.4

How did NCCCN1CCC(c2cc(OCc3ccccc3)no2)CC1 do in these assays?
USP7 block: -0.7; USP10 inh: -1.3; UCHL1 inh: -3.3; USP8 block: -3.5; OTUD3 block: 11.3; USP17 inh: -32.0

What do the screens show for `O=C(COc1ccc(Cl)cc1)NCc1nnc(SCC(=O)Nc2nc3ccccc3s2)o1`?
USP7 block: 0.1; USP10 inh: -5.1; UCHL1 inh: -8.6; USP8 block: -21.7; OTUD3 block: -20.2; USP28 block: 15.8; USP17 inh: 32.8*; USP30 inh: -74.5

Results for COc1nn(C)cc1C(=O)N1CCC(C(=O)Nc2ccc(Br)c(C)c2)CC1 ?
USP7 block: -20.6; USP10 inh: -1.9; UCHL1 inh: -9.2; USP8 block: -34.0; OTUD3 block: -34.9; USP28 block: 16.4; USP17 inh: -32.1; USP30 inh: -127.3

What do the screens show for `Cc1c(C(=O)NC2CCN(Cc3ccccc3)C2)oc2c(Cl)cccc12` (stereo not drawn)?
USP7 block: -2.8; USP10 inh: -0.7; UCHL1 inh: 5.6; USP8 block: 0.1; OTUD3 block: 4.4; USP28 block: 1.8; USP17 inh: 11.7; USP30 inh: -10.0

How did CCCN(c1ccccc1)S(=O)(=O)c1ccc2nncn2c1 do in these assays?
USP7 block: -3.8; USP10 inh: -5.7; UCHL1 inh: -2.0; USP8 block: -265.0; OTUD3 block: -11.8; USP28 block: 3.0; USP17 inh: -65.5; USP30 inh: -21.6

Results for NS(=O)(=O)c1ccc2c(c1)CCN2CC(=O)NCc1ccc(Cl)cc1 ?
USP7 block: -2.7; USP10 inh: 2.4; UCHL1 inh: 0.8; USP8 block: -0.4; OTUD3 block: 0.2; USP28 block: 0.8; USP17 inh: 0.0; USP30 inh: 2.9

Results for CN1CCN(CCNC(=O)C2CCCN(c3nc4cccnc4n(C)c3=O)C2)CC1 (stereo not drawn) ?
USP7 block: 0.0; USP10 inh: -1.3; UCHL1 inh: 0.9; USP8 block: 8.0; OTUD3 block: 4.7; USP28 block: 6.5; USP17 inh: 5.0; USP30 inh: 1.9

Results for O=C(CCOc1ccccc1F)Nc1ccc2c(c1)OCO2 ?
USP7 block: -6.1; USP10 inh: -0.9; UCHL1 inh: -3.0; USP8 block: 7.2; OTUD3 block: -8.1; USP28 block: -6.1; USP17 inh: 0.4; USP30 inh: -29.4

How did COc1cccc(-c2cnc(NCCCOc3ccccc3)nc2-c2nccn2C)c1 do in these assays?
USP7 block: 3.4; USP10 inh: -0.2; UCHL1 inh: 3.0; USP8 block: 10.0; OTUD3 block: 3.4; USP28 block: -0.1; USP17 inh: 0.4; USP30 inh: 0.1

What do the screens show for `Cc1noc(Cl)c1CC(=O)N1CCCC1c1cnn(C)c1` (stereo not drawn)?
USP7 block: -16.2; USP10 inh: -8.1; UCHL1 inh: -15.0; USP8 block: -23.0; OTUD3 block: -45.1; USP28 block: -48.2; USP17 inh: -49.3; USP30 inh: -183.8

What do the screens show for `CC(=O)c1sc(NC(=O)COc2ccc(N(C)S(=O)(=O)c3ccc(C)cc3)cc2)nc1C`?
USP7 block: 0.2; USP10 inh: 18.4; UCHL1 inh: -1.5; USP8 block: -6.8; OTUD3 block: -22.6; USP28 block: -39.1; USP17 inh: 18.9; USP30 inh: -41.8

Results for O=C(CC1c2ncccc2C(=O)N1c1ccc(Cl)cc1)N1CCC2(CC1)OCCO2 (stereo not drawn) ?
USP7 block: -0.1; USP10 inh: 0.1; UCHL1 inh: -1.8; USP8 block: -3.2; OTUD3 block: -8.2; USP28 block: -5.7; USP17 inh: -4.7; USP30 inh: -8.6

How did Cc1ccccc1CN1CCCC12CCCN(C(=O)CCc1cccnc1)C2 (stereo not drawn) do in these assays?
USP7 block: -2.9; USP10 inh: -7.5; UCHL1 inh: -5.2; USP8 block: -69.5; OTUD3 block: -8.3; USP28 block: -20.9; USP17 inh: -34.2; USP30 inh: -53.0

Results for Cc1ccc(NC(=O)c2cn(Cc3ccccc3)nc2-c2cccnc2)cc1 ?
USP7 block: -5.8; USP10 inh: 2.2; UCHL1 inh: 0.2; USP8 block: 4.4; OTUD3 block: -2.0; USP28 block: 31.8*; USP17 inh: -3.8; USP30 inh: 8.2

Among those listed so far, these contain fluorine:
How did Cn1nc(Cn2ccnc2)c2c1CN(C(=O)c1ccc(F)cc1)C2 do in these assays?
USP7 block: 3.9; USP10 inh: 0.7; UCHL1 inh: 1.7; USP8 block: -121.9; OTUD3 block: 9.5; USP28 block: 0.0; USP17 inh: -9.1; USP30 inh: 10.0

What do the screens show for `Cc1ccc(N2C(=O)NC(c3ccc(F)cc3)(C(F)(F)F)C2=O)cc1` (stereo not drawn)?
USP7 block: 3.0; USP10 inh: 12.0; UCHL1 inh: 2.8; USP8 block: 5.9; OTUD3 block: 0.1; USP28 block: 11.1; USP17 inh: 5.3; USP30 inh: 9.3

How did CCOC(=O)C1(Cc2cc(-c3cccc(F)c3)no2)CCN(CC)CC1 do in these assays?
USP7 block: -7.6; USP10 inh: -4.7; UCHL1 inh: -1.0; USP8 block: 0.6; OTUD3 block: -17.4; USP28 block: -8.8; USP17 inh: -14.4; USP30 inh: -26.6

How did CCC(=O)N(C1CCOCC1)C1CCN(S(=O)(=O)c2cc(F)ccc2C)CC1 do in these assays?
USP7 block: 0.6; USP10 inh: -1.7; UCHL1 inh: 3.6; USP8 block: 3.0; OTUD3 block: 10.2; USP28 block: 15.1; USP17 inh: 18.5; USP30 inh: 5.3

How did Cn1cc(CCNS(=O)(=O)c2ccc(F)c(F)c2)c2cccnc21 do in these assays?
USP7 block: -1.3; USP10 inh: -2.9; UCHL1 inh: -2.1; USP8 block: -4.2; OTUD3 block: -8.2; USP28 block: -16.6; USP17 inh: -23.1; USP30 inh: -30.0

Results for O=C(CCOc1ccccc1F)Nc1ccc2c(c1)OCO2 ?
USP7 block: -6.1; USP10 inh: -0.9; UCHL1 inh: -3.0; USP8 block: 7.2; OTUD3 block: -8.1; USP28 block: -6.1; USP17 inh: 0.4; USP30 inh: -29.4
